Screening results deposited in PubChem by several laboratories.
HTR5A ag ctr: HTR5A agonism, opioid heterodimer counter-screen; P47898; HTR5A agonist assay, luminescence, cell-based; activation, % at 9.3 µM; 340,000 compounds, 0.61% hits; AID 504692; in the data active = activation mostly above about 9.5%, no sharp cut-off; inactive = mostly below about 7.6%;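 note: 0% = cells with vehicle only and 100% = reference agonist; strong numbers were not always called active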
Target sequence (P47898 whole entry, looked up): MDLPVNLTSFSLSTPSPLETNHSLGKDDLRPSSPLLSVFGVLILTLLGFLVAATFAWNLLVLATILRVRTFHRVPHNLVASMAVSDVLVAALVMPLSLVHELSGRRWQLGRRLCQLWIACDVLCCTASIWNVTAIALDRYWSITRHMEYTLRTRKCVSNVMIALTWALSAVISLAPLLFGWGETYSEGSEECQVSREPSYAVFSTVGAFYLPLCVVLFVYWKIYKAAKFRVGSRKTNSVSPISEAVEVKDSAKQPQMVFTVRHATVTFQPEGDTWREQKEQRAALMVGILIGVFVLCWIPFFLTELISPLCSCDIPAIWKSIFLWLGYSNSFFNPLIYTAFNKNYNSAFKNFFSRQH
dFosB act: enhances mouse delta FosB homodimer DNA binding. activation, % at 25 µM. P13346. 340,000 compounds, 0.99% hits. purified delta FosB, TAMRA-CDK5 oligo fluorescence polarization; percent of positive-control signal above neutral wells. AID 493131;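 active = mean activation above about 17%, with every replicate also reaching it, limit read from the data, passing the limit was not always enough; inconclusive = only one of the two conditions met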;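 note: fluorescence polarization rise as delta FosB binds a TAMRA Cdk5 AP-1 oligo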
Target sequence (P13346 whole entry, looked up): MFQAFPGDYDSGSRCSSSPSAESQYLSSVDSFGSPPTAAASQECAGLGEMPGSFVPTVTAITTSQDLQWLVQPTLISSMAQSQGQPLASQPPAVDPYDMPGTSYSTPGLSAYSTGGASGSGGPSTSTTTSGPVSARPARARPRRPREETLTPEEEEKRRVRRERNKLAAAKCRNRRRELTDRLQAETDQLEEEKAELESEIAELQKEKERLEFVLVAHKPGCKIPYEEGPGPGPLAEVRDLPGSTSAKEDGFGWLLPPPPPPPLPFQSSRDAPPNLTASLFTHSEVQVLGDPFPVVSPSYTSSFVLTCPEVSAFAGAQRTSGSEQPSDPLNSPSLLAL
PvdQ acylase: P. aeruginosa PvdQ acylase inhibition; purified PvdQ acylase, fluorescence plate reader; inhibition, % at 10 µM; 340,000 compounds, 0.063% hits; in the data active = inhibition above about 30%, passing the limit was not always enough; inconclusive = no clear call, values can overlap the other calls;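 note: 0% = vehicle neutral wells and 100% = reference inhibitor wells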
HTR5A inv ag: HTR5A inverse agonism, opioid heterodimer counter-screen; 340,000 compounds, 0.083% hits; inhibition, % at 9.3 µM; HTR5A cell line, luminescence; P47898; in the data active = inhibition mostly above about 23%, no sharp cut-off; inactive = mostly below about 18%;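 note: 0% = cells with DMSO and 100% = no-cell wells with DMSO; some compounds called inactive have numbers as strong as hits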
MITF TRPM1 HTS: MITF TRPM1 promoter activation in melanoma cells; 300,000 compounds, 0.75% hits; AID 588334; SK-MEL-5 TRPM1-promoter luciferase, 24 h; % of positive control, neutral wells = 0; activation, % at 12.5 µM;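 active = mean activation of at least 80% with every replicate also reaching 80%; inconclusive = mean reaches 80% but some replicate falls short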;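 note: 0% = neutral control wells and 100% = parthenolide positive control wells; values of inactives mirror those of a sister screen read the other way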
Wnt bcat act: activators of Wnt/beta-catenin signaling. Wnt/beta-catenin reporter cell assay, activator, plate reader. activation, % at 9.35 µM. 300,000 compounds, 1.2% hits. AID 743398; in the data active = activation above about 30%, passing the limit was not always enough; inconclusive = no clear call, values can overlap the other calls;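 note: 0% = neutral control wells and 100% = positive control wells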
SR-BI HDL uptake: mouse SR-BI HDL lipid transfer inhibition; AID 488896; inhibition, % at 12.5 µM; 320,000 compounds, 0.96% hits; Q61009; ldlA[mSR-BI] CHO cells, DiI-HDL uptake fluorescence, 3 h;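 active = mean replicate inhibition of at least 70% and a set share of replicates each scoring 70 or more; inconclusive = meets just one of the two criteria; inactive = fails both criteria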;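 note: 0% = median of neutral control wells and 100% = median of positive control wells; values of inactives mirror those of a sister screen read the other way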
NSD2 HMT inh: NSD2 (human) methyltransferase inhibition; inhibition, % at 12.5 µM; NSD2 peptide methylation, AlphaScreen, 120 min; 310,000 compounds, 0.54% hits; in the data active = inhibition above about 50%
CDK5 p35 inh: CDK5/p35 (human) kinase inhibition; Q00535+Q15078; Recombinant CDK5/p35, ADP-Glo luminescence, 60 min; inhibition, % at 10 µM; 330,000 compounds, 0.01% hits; AID 488839;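 active = highest replicate inhibition of at least 50% and at least 75% of replicates reaching 50%; inconclusive = only one of the two criteria met; inactive = both criteria failed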;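 note: plate controls were DMSO neutral control for no effect and GW8510 at 10 µM for full effect; many of its hits are not listed in these tables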
V-ATPase pHluor: alters yeast V-ATPase proton transport | S. cerevisiae, pHLuorin cytosolic pH fluorescence | response, % at 10 µM | 350,000 compounds, 0.37% hits; in the data active = response mostly above about 7.3%, no sharp cut-off; inactive = mostly below about 5.4%; note: actives read high; inactives centre near 0; some compounds called inactive have numbers as strong as hits; reference of the scale not given here
Starred values were filed as active, the others as inactive; ? = inconclusive; / = not tested or not shown.

molecule	HTR5A inv ag	dFosB act	PvdQ acylase	NSD2 HMT inh	SR-BI HDL uptake	HTR5A ag ctr	Wnt bcat act	CDK5 p35 inh	V-ATPase pHluor	MITF TRPM1 HTS
CC(c1nccs1)N(C)C(=O)c1cn(Cc2cccc3ccccc23)nn1 (centres undefined)	6	-5	-9	-4	8	2	8	-0.5	1	43
COc1cccc(/C=C/C(=O)N2CC(C)OC(C)C2)c1OC (centres undefined)	-13	-1	-14	-4	/	5	-2	-0.2	-1	-11
CCC1S/C(=C(\C#N)C(N)=O)N(c2ccc(F)cc2)C1=O (centres undefined)	9	-6	-10	-2	-152	-4	/	0.2	0	9
Cc1cccc(Nc2nc(NCC3CCCO3)nc(N)c2[N+](=O)[O-])c1 (centres undefined)	3	-19	-11	-2	22	-1	-3	-0.1	10	17
COc1ccc2cc(C(=O)Nc3ccccc3)sc(=O)c2c1OC	0	-4	9	-3	/	0	6	0.4	0	56
Cc1ccc(NC(=O)C(c2ccccc2)N2CCN(CC(=O)N3CCOCC3)CC2)cc1 (centres undefined)	3	-7	-17	-1	1	-1	33*	-0.7	-3	22
COC(=O)c1sc2ccccc2c1-n1cccc1C(=O)C(=O)Nc1ccc(C)cc1	-6	-2	-11	3	2	4	/	-0.4	1	-4
O=C(CSc1nc2nn(-c3ccccc3)c(=O)c-2c2n1CCCCC2)Nc1ccc(OC(F)F)cc1	16	3	-6	1	8	-4	-3	0.5	4	-1
Cc1ccc(NC(=S)N2CCC(NC(=O)c3cccc(F)c3)CC2)cc1	9	-4	-10	89*	15	-4	-1	-2.1	-1	-5
Cc1occc1C(=O)N/N=C/c1cccc2ccccc12	-8	-15	4	-1	26	3	18	1.4	0	97*
O=C(Nc1ccccc1)Nc1ccccc1Br	4	2	-1	-5	29	5	8	-1.0	1	49
COc1cccc(NC(=O)CN(C)C(=O)c2c(C)nn(-c3ccccc3)c2Cl)c1	-6	-7	-3	-1	7	-3	-2	-0.4	-2	/
O=C(CCS(=O)(=O)c1ccccc1)NNC(=O)COc1ccc(F)cc1	0	4	-14	0	-17	0	0	0.1	-2	-3
O=C(N/N=C/c1cn(-c2cccs2)nc1-c1ccccc1)c1ccccc1O	4	-12	-14	-2	86*	1	/	-0.3	-4	-14
CCOc1cc(S(=O)(=O)NCCc2cccc(C)c2)c(OCC)cc1-n1cnnn1	-11	-13	-8	16	39	2	-1	-1.9	-4	5
COc1cccc(-c2nc(=S)c3c(o2)CCCC3)c1	6	-8	-10	4	9	-3	11	-3.4	-2	/
O=C(NC(=S)Nn1cnnc1)c1ccccc1Br	-13	4	-7	-4	-2	4	5	0.7	4	4
CCCN1CCN(C(=O)c2ccc(CS(=O)c3ccc(F)cc3)o2)CC1 (centres undefined)	10	-4	-8	6	-16	2	1	1.4	10	12
COc1ccccc1NS(=O)(=O)c1cccc(C(=O)NNC(=O)c2ccc(NC(C)=O)cc2)c1	-4	0	-9	5	20	1	-5	-0.7	-2	14
CCCCOc1ccc(N(CC(=O)NCc2ccco2)C(=O)CCC(=O)Nc2nccs2)cc1	4	-11	-21	0	/	-2	0	-5.3	0	-6
COc1ccccc1NS(=O)(=O)c1cc(NC(=O)C(C)C)ccc1N1CCCCC1	18	-7	2	-2	-3	2	-2	1.0	2	0
Cc1ccc(C)c(-c2nc3ccc(N)cc3[nH]2)c1	-54	-4	-17	1	34	8	11	0.6	-1	-6
COc1ccc(C(C)=O)cc1CSc1nc2cc(C(=O)O)ccc2c(=O)n1Cc1ccccc1	-10	-1	7	-2	-16	4	/	0.7	-4	9
COC(=O)/C=C1\N/C(=N/c2nc(C)c3cc(OC)ccc3n2)NC1=O	3	9	-11	/	-7	-3	/	-1.0	2	-10
Cc1nn(C(C)C(=O)NCc2ccc(Cl)cc2)c(=O)c2cc3occc3n12 (centres undefined)	0	-12	2	-1	-14	-8	1	0.4	-6	-10
NC(=O)c1ccsc1NC(=O)c1ccc(S(=O)(=O)N2CCCCC2)cc1	6	-13	-5	/	13	-2	10	-1.3	-1	/
CCNCC(=O)N1c2ccccc2CCc2ccc(NC(C)=O)cc21	3	1	11	37	5	4	/	-0.9	-3	1
CCOc1ccc(CNCCCSc2ncccn2)cc1	-3	-3	-15	3	7	-5	1	-2.0	6	-7
CCCCn1c(C2CCCCC2)nc2cc3[nH]c(=O)c(C(C)C)nc3cc21	-27	-23	-14	/	-26	2	-9	1.8	2	21
CCOP(=O)(c1ccc(N(C)C)cc1)C(O)c1ccccc1 (centres undefined)	-10	-9	-5	1	-2	4	/	-1.2	0	/
Cc1ccc(C(=O)n2nc(-c3ccco3)nc2N)cc1	-27	3	-2	1	-3	-2	/	-0.4	1	-5
CCOC(=O)c1c(NC(=O)C2CCN(S(=O)(=O)c3cccs3)CC2)sc(C)c1C	-14	-11	-10	-1	28	3	-3	-1.6	1	-2
CC1CCCC(C)N1C(=O)COC(=O)c1n[nH]c(=O)c2ccccc12 (centres undefined)	19	0	-21	1	-7	-2	15	1.4	3	-6
CCCCNC(=S)NNC(=O)c1sccc1C	3	1	8	2	-4	-1	0	2.4	0	-17
COC(=O)c1c(NC(=O)CN2C(=O)NC3(CCc4ccccc4C3)C2=O)sc2c1CCCCC2 (centres undefined)	7	-6	1	1	24	1	-2	0.8	-1	-3
Cc1ccc(S(=O)(=O)n2nc(C)c(Br)c2C)c(C)c1C	-17	5	-7	2	-16	7	/	-0.5	-2	5
Cc1csc(SCC(=O)Nc2ccccc2C)n1	-18	-11	-14	-2	-23	7	5	-3.5	0	3
Cc1ccccc1OC1C(=O)N(Cc2ccc3c(c2)OCO3)C1c1sccc1C (centres undefined)	13	-14	1	0	13	-2	/	0.8	-1	-4
O=C(c1cc2n(n1)C(C(F)(F)F)CC(c1ccco1)N2)N1CCc2ccccc2C1 (centres undefined)	-16	6	-8	1	27	6	-2	0.7	5	1
Cc1cc(/C=N/n2cnnc2)c(C)n1-c1ccc(OCc2ccccc2F)cc1	-3	-21	-12	3	1	3	2	1.6	-3	3
CN(CC(=O)Nc1ccccc1F)CC(=O)Nc1ccc(F)c(F)c1F	-3	2	0	-3	-10	-2	-3	-2.8	-2	3
O=C(O)c1nn(CCOc2cccc(Cl)c2)c(=O)c2ccccc12	30	-19	-6	0	6	0	-3	0.2	2	-4
CCOC(=O)c1c(NC(=O)CSc2nnc(CNc3ccc(Cl)cc3)o2)sc(C)c1C	-33	-10	-10	-2	51	4	/	-0.6	1	-6
C=CCSc1nc2c(cc1C#N)CCC2	-20	2	-12	0	-27	-1	/	-0.4	-5	-3
COc1ccc(S(=O)(=O)N2CCN(C(=O)NCc3ccccc3)CC2)cc1	-19	-7	-10	-1	4	4	-2	-0.7	2	-4
COc1ccc(/C=N/NC(=O)C2C3CCCCC32C)cc1OC (centres undefined)	7	-4	4	-1	21	-2	0	-1.5	6	9
Cc1ccc(-c2noc(-c3c(C)noc3C)n2)cc1	16	-8	-10	-1	10	-2	0	-6.9	0	8
CCOC(=O)C(CCCOc1ccc(C)cc1)C(=O)OCC	14	4	-8	-7	-5	0	/	0.5	9.6*	-1
Cc1ccc(S(=O)(=O)N2CCN(C(=O)CN3CCCC3)C2)cc1	-11	1	-20	-2	-21	4	/	0.3	-1	7
C=CCNC(=S)N1CCN(c2ncc(C(F)(F)F)cc2Cl)CC1	0	-5	2	1	-17	2	0	-0.3	-5	12
CCc1ccc2[nH]c(=O)c(CN(CCN(CC)CC)C(=O)Nc3ccccc3OC)cc2c1	-14	-8	-7	4	6	-6	/	1.6	0	0
CCCOc1ccc(Cc2c(Cl)nc(SC)nc2OC)cc1	11	-8	-9	-6	-6	3	?	1.8	-3	2
O=C1CCC(=O)N1c1ccc(CSc2nnnn2C2CCCCC2)cc1	15	10	-22	-3	7	-6	-3	-0.3	3	-5
CC(C)(C)NC(=O)CSc1nncn1NCc1cccc2ccccc12	7	-5	6	-2	-35	0	/	-0.8	0	1
Cc1cc(C)c(C)c(S(=O)(=O)Nc2ccccc2N2CCOCC2)c1C	-5	-3	-6	1	8	2	1	-0.5	-4	-1
CCOC(=O)Cn1c(=O)n(Cc2ccccc2)c(=O)c2cccnc21	-8	-12	-18	-4	-11	2	1	0.2	0	-2
Cc1oc(-c2ccccc2F)nc1CN1CCC(C(=O)NCc2ccco2)CC1	12	-1	-8	2	1	-4	-2	0.1	0	2
COc1cccc(N2CCN(C3C4CC5CC(C4)CC3C5)CC2)c1 (centres undefined)	-17	-5	-7	-8	-6	3	/	1.2	0	12
Cc1cc(SCc2ccc([N+](=O)[O-])cc2)nc(=O)[nH]1	-13	-11	-7	34	23	4	-2	0.4	-4	15
C=CCN(CC(=O)NCC1CCCO1)C(=O)CCC(=O)Nc1cc(C)on1 (centres undefined)	-16	1	-9	0	13	1	/	-1.4	2	2

Three entries from above, arranged by the value under NSD2 HMT inh, largest number first:
Compound	dFosB act	PvdQ acylase	NSD2 HMT inh	SR-BI HDL uptake	Wnt bcat act	CDK5 p35 inh	V-ATPase pHluor	MITF TRPM1 HTS
Cc1oc(-c2ccccc2F)nc1CN1CCC(C(=O)NCc2ccco2)CC1	-1	-8	2	1	-2	0.1	0	2
Cc1ccc(-c2noc(-c3c(C)noc3C)n2)cc1	-8	-10	-1	10	0	-6.9	0	8
COc1cccc(N2CCN(C3C4CC5CC(C4)CC3C5)CC2)c1 (centres undefined)	-5	-7	-8	-6	/	1.2	0	12
